Source: PubChem
DTT redox prof: compounds producing H2O2 with reducing agent – biochemical, NIH compound library profiling, artefact control for MLSCN library redox annotation, primary screen; DTT-dependent redox cycling H2O2, phenol red/HRP absorbance; 100% = 100 µM peroxide control, 0% = buffer; activation, % at 10 µM; 200,000 tested, 0.03% active;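 active = activation of at least 50% relative to the plate's high and low controls in the primary single-dose screen; inactive = activation below 50%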;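 note: compound incubated with DTT at 0.8 mM final as the reducing agent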
RAM network inh: yeast RAM network inhibition; 190,000 tested, 1.8% active; AID 868; S. cerevisiae dse1pr::URA3 reporter, 5-FOA growth OD615, 2 d; analog-sensitive cbk1-as2 kinase mutant strain; inhibition, % at 50 µM;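 active = inhibition above a set limit, 3 SD over mean compound inhibition, cut at about 8.4% in these data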;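 note: 0% = DMSO-only wells with no growth and 100% = 10 µM 1-NA-PP1 full growth; inhibition rescues growth on 5-FOA so higher OD means more RAM inhibition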
TR-FRET SRC-2 ct: counter-screen for PPARgamma SRC-2 recruitment agonists: TR-FRET artefact; active compounds read high; TR-FRET ratio at 8 µM; 200,000 tested, 0.4% active; in the data active = TR-FRET ratio above about 2000; note: inactives centre near 1500; reference of the scale not given here
bIAP inhibitor: blocks bovine intestinal alkaline phosphatase activity; purified bovine IAP, CDP-star luminescence, 30 min; inhibition, % at 20 µM; 190,000 tested, under 10 active; AID 1019;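 active = over 50% inhibition of intestinal alkaline phosphatase at 20 µM in the single-dose screen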
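Incubation: 30 min reaction at room temperature / Material: purified bovine intestinal alkaline phosphatase (IAP) enzyme / Input: enzyme at 1/65,000,000 dilution / Dosing: 20 µM single dose / Signal: CDP-star luminescence signal / Reagent: CDP-star chemiluminescent phosphatase substrate, 30 µM final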
Efa HMGR inh: blocks class II HMG-CoA reductase of Enterococcus faecalis | inhibition, % at 10 µM | 190,000 tested, 0.41% active | purified E. faecalis HMGR, NADPH absorbance 340 nm kinetic;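 active = inhibition above a set limit, the median over all tested compounds plus 3 SD, cut at about 9.5% in these data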;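 note: enzyme runs in reverse so mevalonate oxidation gives rising NADPH absorbance; 0% = complete reaction with DMSO and 100% = background rate lacking mevalonate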
ROMK primary: human ROMK K+ channel modulation, primary screen; Tet-inducible ROMK, thallium flux fluorescence; actives lie on both sides; P48048; 130,000 tested, 2% active; B-score at 10 µM;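 active = signal ratio slope over the read window, or its plate-corrected B-score, at least 3 SD from the plate mean, either direction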;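 note: B-score of the F/F0 ratio slope over 7 to 12 s after thallium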
PPARg SRC2 recr: promotes SRC-2 coactivator recruitment by human PPARgamma; activation, % at 8 µM; PPARgamma LBD-SRC-2 recruitment, biochemical; P37231; 200,000 tested, 0.34% active; in the data active = activation above about 22%;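 note: 0% = vehicle and 100% = reference agonist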
Target sequence (P37231 whole entry, looked up, the tested form may be a part): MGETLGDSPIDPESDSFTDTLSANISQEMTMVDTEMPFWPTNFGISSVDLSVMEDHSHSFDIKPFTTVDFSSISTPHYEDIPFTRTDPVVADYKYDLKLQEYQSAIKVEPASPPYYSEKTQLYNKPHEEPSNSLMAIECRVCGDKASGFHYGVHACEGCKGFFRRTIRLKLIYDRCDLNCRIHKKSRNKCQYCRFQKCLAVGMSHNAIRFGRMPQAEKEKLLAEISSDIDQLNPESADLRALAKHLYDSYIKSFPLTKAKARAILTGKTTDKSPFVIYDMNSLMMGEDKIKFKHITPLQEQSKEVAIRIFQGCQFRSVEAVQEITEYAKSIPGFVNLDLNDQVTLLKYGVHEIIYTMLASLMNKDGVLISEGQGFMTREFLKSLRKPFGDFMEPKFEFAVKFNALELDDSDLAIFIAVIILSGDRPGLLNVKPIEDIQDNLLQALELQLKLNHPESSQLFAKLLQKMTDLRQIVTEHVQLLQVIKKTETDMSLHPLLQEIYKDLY
PPARg SRC-3 ag: agonists of human PPARgamma SRC-3 coactivator recruitment; biochemical PPARgamma/SRC-3 coactivator recruitment assay; P37231; AID 731; 200,000 tested, 0.26% active; activation, % at 8 µM; in the data active = activation above about 23%;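 note: 0% = DMSO and 100% = reference agonist; some compounds past the cut are filed as inactive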
Lmaj promast: inhibitors of Leishmania major promastigote growth; Leishmania major promastigotes, resazurin fluorescence viability; inhibition, % at 10 µM; 200,000 tested, 9% active; AID 1063; in the data active = inhibition above about 50%;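 note: promastigotes grown with compound for 44 hours at 28 °C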
PPARg SRC-1 ag: agonists of human PPARgamma SRC-1 coactivator recruitment. activation, % at 8 µM. PPARgamma-SRC-1 coactivator recruitment biochemical assay. AID 631. P37231. 200,000 tested, 0.41% active; in the data active = activation above about 19%;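 note: 0% = DMSO and 100% = reference agonist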
S1P3 antag: blocks the human S1P3 receptor; CHO S1P3 NFAT-BLA reporter, FRET fluorescence, antagonist mode; inhibition, % at 4.98 µM; 170,000 tested, 0.27% active;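 active = inhibition above the plate cutoff, the mean inhibition of test wells on that plate plus 3 SD, cut at about 28% in these data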;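 note: cells challenged with S1P at its EC80 of 0.8 µM; blue over green emission ratio from cleaved BLA substrate after 4 h stimulation; 0% = S1P-stimulated wells and 100% = unstimulated DMSO-only wells; some compounds past the cut are filed as inactive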
Target sequence (Q99500 whole entry, looked up): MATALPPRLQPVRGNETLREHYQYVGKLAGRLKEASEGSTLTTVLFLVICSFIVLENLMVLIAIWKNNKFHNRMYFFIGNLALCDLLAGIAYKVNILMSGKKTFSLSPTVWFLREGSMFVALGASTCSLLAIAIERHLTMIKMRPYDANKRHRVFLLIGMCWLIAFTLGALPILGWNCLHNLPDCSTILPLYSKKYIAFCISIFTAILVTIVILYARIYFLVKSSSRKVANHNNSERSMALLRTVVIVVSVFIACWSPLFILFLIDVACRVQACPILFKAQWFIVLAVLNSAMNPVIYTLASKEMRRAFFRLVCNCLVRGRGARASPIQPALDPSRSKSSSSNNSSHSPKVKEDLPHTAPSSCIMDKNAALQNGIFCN
* marks the source's active call; other numbers are inactive results.

How did CC1CCN(C(=O)CSc2nc3ccccc3s2)CC1 do in these assays?
DTT redox prof: 0.4; RAM network inh: 1.2; TR-FRET SRC-2 ct: 1517; bIAP inhibitor: 4; Efa HMGR inh: -3; PPARg SRC2 recr: 2; PPARg SRC-3 ag: 4; Lmaj promast: 25; PPARg SRC-1 ag: 2

What do the screens show for `C/C(O)=C(/C#N)c1nc2ccccc2[nH]1`?
DTT redox prof: 3.0; RAM network inh: 1.3; TR-FRET SRC-2 ct: 1324; bIAP inhibitor: -5; Efa HMGR inh: -2; PPARg SRC2 recr: -4; PPARg SRC-3 ag: 4; Lmaj promast: 6; PPARg SRC-1 ag: 3; S1P3 antag: -5

How did CCOc1cc(CNc2ccc(N3CCN(C(C)=O)CC3)cc2)cc(Br)c1OC do in these assays?
DTT redox prof: -0.5; RAM network inh: 1.2; TR-FRET SRC-2 ct: 1693; bIAP inhibitor: -2; Efa HMGR inh: -6; ROMK primary: -0.74; PPARg SRC2 recr: 22*; PPARg SRC-3 ag: 10; Lmaj promast: -2; PPARg SRC-1 ag: 9; S1P3 antag: 4

Results for CC(OC(=O)CCCN1C(=O)c2ccccc2C1=O)C(=O)Nc1ncc(Cl)cc1Cl (stereo not drawn) ?
DTT redox prof: -0.4; RAM network inh: 2.4; TR-FRET SRC-2 ct: 1371; bIAP inhibitor: 3; Efa HMGR inh: 5; PPARg SRC2 recr: -5; PPARg SRC-3 ag: -15; Lmaj promast: -2; PPARg SRC-1 ag: 2; S1P3 antag: -4

What do the screens show for `Cc1snc(SCC(=O)c2ccc(Cl)cc2)c1C#N`?
DTT redox prof: 4.4; RAM network inh: 3.1; TR-FRET SRC-2 ct: 1503; bIAP inhibitor: 26; Efa HMGR inh: -1; PPARg SRC2 recr: 0; PPARg SRC-3 ag: 5; Lmaj promast: 99*; PPARg SRC-1 ag: 2

How did COc1cccc(C2c3[nH]c4ccccc4c3CCN2Cc2cccc(C)n2)c1 (stereo not drawn) do in these assays?
DTT redox prof: 1.1; RAM network inh: 1.2; TR-FRET SRC-2 ct: 1549; bIAP inhibitor: -12; Efa HMGR inh: -5; ROMK primary: -0.099; PPARg SRC2 recr: -1; PPARg SRC-3 ag: -2; Lmaj promast: 82*; PPARg SRC-1 ag: -6; S1P3 antag: 3

What do the screens show for `CCC(c1nnnn1Cc1ccco1)N1CCC(C(N)=O)CC1` (stereo not drawn)?
DTT redox prof: 3.9; RAM network inh: 0.8; TR-FRET SRC-2 ct: 1572; bIAP inhibitor: 14; Efa HMGR inh: -7; PPARg SRC2 recr: -2; PPARg SRC-3 ag: -4; Lmaj promast: -11; PPARg SRC-1 ag: 5; S1P3 antag: -37

Results for Nc1nc(SCn2nnc3ccccc3c2=O)n[nH]1 ?
DTT redox prof: -0.3; RAM network inh: -0.3; TR-FRET SRC-2 ct: 1531; bIAP inhibitor: 5; Efa HMGR inh: -3; ROMK primary: 0.94; PPARg SRC2 recr: 0; PPARg SRC-3 ag: 7; Lmaj promast: -1; PPARg SRC-1 ag: -3; S1P3 antag: -8

What do the screens show for `CCN(CC(=O)Nc1ccc(N2CCOCC2)cc1)C(=O)c1ccc(C(F)(F)F)cc1`?
DTT redox prof: -0.4; RAM network inh: 4.0; TR-FRET SRC-2 ct: 1586; bIAP inhibitor: 6; Efa HMGR inh: 8; ROMK primary: 0.032; PPARg SRC2 recr: 3; PPARg SRC-3 ag: -1; Lmaj promast: 3; PPARg SRC-1 ag: -2; S1P3 antag: -10

Results for CSC1=N/C(=C\c2ccc(C)cc2)C(=O)S1 ?
DTT redox prof: -3.5; RAM network inh: 1.0; TR-FRET SRC-2 ct: 1573; bIAP inhibitor: 10; Efa HMGR inh: -2; PPARg SRC2 recr: -10; PPARg SRC-3 ag: 8; Lmaj promast: -2; PPARg SRC-1 ag: 2

Results for O=c1nc2n(c3c1oc1ccccc13)Cc1ccccc1-2 ?
DTT redox prof: 0.9; RAM network inh: 3.5; TR-FRET SRC-2 ct: 1415; bIAP inhibitor: 1; Efa HMGR inh: -13; ROMK primary: 0.4; PPARg SRC2 recr: 6; PPARg SRC-3 ag: 1; Lmaj promast: 42; PPARg SRC-1 ag: 0; S1P3 antag: -13

Results for Cc1cccc(NC(=O)CN2C(=S)NC(C)(C)CC2C)c1C (stereo not drawn) ?
DTT redox prof: 0.0; RAM network inh: 0.1; TR-FRET SRC-2 ct: 1408; bIAP inhibitor: 1; Efa HMGR inh: 0; ROMK primary: 0.21; PPARg SRC2 recr: -2; PPARg SRC-3 ag: 6; Lmaj promast: -7; PPARg SRC-1 ag: -5; S1P3 antag: 2

Results for COc1ccccc1OCC(=O)NCc1nc(-c2ccccc2)no1 ?
DTT redox prof: -0.5; RAM network inh: 1.8; TR-FRET SRC-2 ct: 1680; bIAP inhibitor: -10; Efa HMGR inh: -8; ROMK primary: -0.85; PPARg SRC2 recr: -5; PPARg SRC-3 ag: 3; Lmaj promast: 9; PPARg SRC-1 ag: -2; S1P3 antag: 0

Results for O=C(Cc1ccc(-n2cccc2)cc1)NC1CCCCC1 ?
DTT redox prof: 1.3; RAM network inh: 2.0; TR-FRET SRC-2 ct: 1540; bIAP inhibitor: 1; Efa HMGR inh: 3; PPARg SRC2 recr: -9; PPARg SRC-3 ag: -4; Lmaj promast: 31; PPARg SRC-1 ag: -1; S1P3 antag: 0

Results for COc1ccc(Cn2nnnc2C(c2ccccc2OC)N2CCC(C(N)=O)CC2)cc1 (stereo not drawn) ?
DTT redox prof: 2.2; RAM network inh: 0.7; TR-FRET SRC-2 ct: 1588; bIAP inhibitor: 0; Efa HMGR inh: 0; PPARg SRC2 recr: 3; PPARg SRC-3 ag: 3; Lmaj promast: -8; PPARg SRC-1 ag: 4; S1P3 antag: 17

Results for COC(=O)C(CC(=O)Nc1cc(C)ccc1C)Nc1ccccc1OC (stereo not drawn) ?
DTT redox prof: -0.2; RAM network inh: 0.3; TR-FRET SRC-2 ct: 1467; bIAP inhibitor: 10; Efa HMGR inh: -2; ROMK primary: -0.1; PPARg SRC2 recr: 4; PPARg SRC-3 ag: 4; Lmaj promast: 8; PPARg SRC-1 ag: -1; S1P3 antag: -21

How did CCc1nnc(NC(=O)CSc2nnc(-c3ccoc3C)n2CC(C)C)s1 do in these assays?
DTT redox prof: -2.1; RAM network inh: -1.0; TR-FRET SRC-2 ct: 1400; bIAP inhibitor: 6; Efa HMGR inh: -3; PPARg SRC2 recr: 1; PPARg SRC-3 ag: 3; Lmaj promast: -10; PPARg SRC-1 ag: 2; S1P3 antag: -39

Results for CC(C)(C)c1ccc(OC2=CS(=O)(=O)c3ccccc32)cc1 ?
DTT redox prof: 0.2; RAM network inh: 4.7; TR-FRET SRC-2 ct: 1346; bIAP inhibitor: 13; Efa HMGR inh: -8; PPARg SRC2 recr: -1; PPARg SRC-3 ag: 3; Lmaj promast: 10; PPARg SRC-1 ag: -4

Results for COc1cc(C2C(C#N)=C(N)Oc3n[nH]c(-c4ccccn4)c32)cc(OC)c1OC (stereo not drawn) ?
DTT redox prof: 0.2; RAM network inh: 1.3; TR-FRET SRC-2 ct: 1649; bIAP inhibitor: -1; Efa HMGR inh: 6; ROMK primary: -0.68; PPARg SRC2 recr: 4; PPARg SRC-3 ag: 1; Lmaj promast: -4; PPARg SRC-1 ag: 4; S1P3 antag: -23

What do the screens show for `COC(=O)c1c(N)sc2c1CC(C)(C)OC2`?
DTT redox prof: -0.4; RAM network inh: 1.4; TR-FRET SRC-2 ct: 1567; bIAP inhibitor: -19; Efa HMGR inh: -4; ROMK primary: 0.16; PPARg SRC2 recr: 2; PPARg SRC-3 ag: 8; Lmaj promast: -15; PPARg SRC-1 ag: 2; S1P3 antag: -9

What do the screens show for `CC(NC(=O)COc1ccc(/C=N/NS(=O)(=O)c2ccccc2)cc1)c1ccccc1` (stereo not drawn)?
DTT redox prof: 1.6; RAM network inh: 4.0; TR-FRET SRC-2 ct: 1544; bIAP inhibitor: 5; Efa HMGR inh: 0; PPARg SRC2 recr: 0; PPARg SRC-3 ag: 6; Lmaj promast: -4; PPARg SRC-1 ag: 0

How did COc1ccc(CN(CC2CCC(C(=O)O)CC2)C(=S)Nc2cccc(C)c2)cc1 (stereo not drawn) do in these assays?
DTT redox prof: -1.4; RAM network inh: -1.3; TR-FRET SRC-2 ct: 1599; bIAP inhibitor: -140; Efa HMGR inh: -10; ROMK primary: 0.23; PPARg SRC2 recr: 13; PPARg SRC-3 ag: 5; Lmaj promast: 3; PPARg SRC-1 ag: 6; S1P3 antag: 2

Results for CCC(=O)OC1CSc2nc3ccccc3n2C1 (stereo not drawn) ?
DTT redox prof: 2.2; RAM network inh: 0.6; TR-FRET SRC-2 ct: 1568; bIAP inhibitor: 3; Efa HMGR inh: -3; PPARg SRC2 recr: 2; PPARg SRC-3 ag: -5; Lmaj promast: -5; PPARg SRC-1 ag: -1; S1P3 antag: -31

Results for CCOc1ccc(-n2c(=S)sc3c(=O)[nH]c(SCC(=O)NCC4CCCO4)nc32)cc1 (stereo not drawn) ?
DTT redox prof: -0.7; RAM network inh: 8.7*; TR-FRET SRC-2 ct: 1766; bIAP inhibitor: 3; Efa HMGR inh: 4; ROMK primary: 1.3; PPARg SRC2 recr: -5; PPARg SRC-3 ag: 3; Lmaj promast: -7; PPARg SRC-1 ag: 5; S1P3 antag: 2

Results for Cc1nn2c(SCC(=O)c3cccs3)cc(C(C)(C)C)nc2c1-c1ccccc1 ?
DTT redox prof: 0.4; RAM network inh: 5.6; TR-FRET SRC-2 ct: 1447; bIAP inhibitor: -4; Efa HMGR inh: -9; PPARg SRC2 recr: -3; PPARg SRC-3 ag: 4; Lmaj promast: 5; PPARg SRC-1 ag: 1; S1P3 antag: -3

What do the screens show for `CN1CCC(OC(=O)COc2ccc(Cl)cc2Cl)CC1`?
DTT redox prof: -0.1; RAM network inh: -0.2; TR-FRET SRC-2 ct: 1439; bIAP inhibitor: 5; Efa HMGR inh: 1; ROMK primary: -0.027; PPARg SRC2 recr: -2; PPARg SRC-3 ag: -3; Lmaj promast: 2; PPARg SRC-1 ag: -2; S1P3 antag: -6

What do the screens show for `Cc1cccc(Cn2c(N(C)CCO)nc3c2c(=O)[nH]c(=O)n3C)c1`?
DTT redox prof: -0.7; RAM network inh: 0.5; TR-FRET SRC-2 ct: 1711; bIAP inhibitor: 5; Efa HMGR inh: -1; PPARg SRC2 recr: 7; PPARg SRC-3 ag: 5; Lmaj promast: -1; PPARg SRC-1 ag: 2
